All columns: NCI-60 one-dose screen, growth in % after 48 h at 10 µM unless noted; 100 = growth as untreated, 0 = no growth, -100 = all killed.
OVCAR-5: OVCAR-5 ovarian cancer | 82,000 tested, 2.9% active
NCI-H226: NCI-H226 lung cancer; 79,000 tested, 3.5% active
NCI-H23: NCI-H23 lung cancer | AID 1794731 | 80,000 tested, 4% active
OVCAR-3: OVCAR-3 ovarian cancer | 79,000 tested, 7% active
NCI/ADR-RES: NCI/ADR-RES ovarian cells; AID 1794790; 81,000 tested, 4.4% active
SK-OV-3: SK-OV-3 ovarian cancer cells; 80,000 tested, 3.2% active
IGROV1: IGROV1 ovarian cancer. 79,000 tested, 4.7% active. AID 1794786
SN12C: SN12C renal cancer cells. 81,000 tested, 3.8% active. AID 1794767
OVCAR-4: OVCAR-4 ovarian cancer cells. 80,000 tested, 3.7% active. AID 1794784
* hit, by the source's call; . = not tested or not shown. Rule for the calls: active = growth percent below 10; inactive = the rest.

SMILES	OVCAR-5	NCI-H226	NCI-H23	OVCAR-3	NCI/ADR-RES	SK-OV-3	IGROV1	SN12C	OVCAR-4
CCOc1ccc(C(=O)NCC(C)C)cc1	105	104	107	109	111	100	110	100	97
O=C1NC(c2ccc(F)cc2)N=C2C(c3ccccc3)=NOC12 (stereo not given)	108	100	107	109	112	106	108	104	105
CCN(CC)CC(=O)NNc1ncnc2ccccc12	111	104	.	118	108	116	107	102	106
O=[N+]([O-])c1cc(Br)cc(-c2c(Br)cc([N+](=O)[O-])cc2Br)c1	116	103	97	92	86	48	105	93	88
COc1ccc(C(=O)Nc2cccc(Cl)c2)cc1	94	88	89	111	100	102	100	100	88
Nc1ccc(-c2cc3c(Nc4ccc(Oc5cccc(C(F)(F)F)c5)c(Cl)c4)ncnc3s2)cc1	93	69	70	57	70	83	60	57	78
CCSc1nc(-c2ccc(F)cc2)c(C#N)c(=O)[nH]1	96	99	95	122	103	111	107	96	103
COc1cc(-c2nc(SC(C)C)nc(Nc3ccccc3)c2C#N)cc(OC)c1OC	108	101	91	107	100	95	94	95	90
Nc1ccc2[nH]c(=S)[nH]c2c1	119	.	100	109	109	103	93	101	102
N#Cc1cc(-c2nc3ccccc3[nH]2)c(N)n(-c2ccccc2)c1=O	115	94	105	105	97	106	103	96	90
COc1ccc(/C=N/S(=O)(=O)O)cc1OC	106	94	99	96	106	73	115	105	113
CCN1CCN(c2nc(-c3ccccc3)c(C)c(C#N)c2C#N)CC1	100	101	95	104	91	107	99	105	111
COc1ccc(C(=O)C/C(=C\c2ccc(O)c(OC)c2)C(=O)NCc2ccccc2)cc1	105	86	89	98	86	97	84	98	102
COc1ccc(-c2nc(SCCC(C)C)nc(N/N=C\c3ccc([N+](=O)[O-])cc3)c2C#N)cc1	94	63	70	.	75	94	85	82	88
CC(=O)[C@H]1CC[C@H]2[C@@H]3CC[C@H]4CC=CC[C@]4(C)[C@H]3CC[C@]12C	87	93	97	122	99	101	94	96	90
O=c1/c(=C/Nc2cccc(O)c2)sc2ncnn12	118	106	95	113	99	99	98	94	98
Oc1ccc(C2OCCO2)c2cccnc12	59	23	33	4.4*	27	93	74	49	15
Nc1cc(Cl)ccc1Oc1ccc(Cl)cc1	85	93	94	88	91	102	89	89	87
COC(=O)[C@H]1CCCN1C[C@@H](O)CN1C(=O)/C(=C\c2cc(OC)c(OC)c(OC)c2)c2ccccc21	123	97	106	105	102	108	102	98	91
CCOC(=O)c1ccccc1NC(=O)CCN(CC)CC	97	98	108	107	105	102	105	98	118
O=C1C(c2ccccc2)=C(c2ccccc2)C(c2ccccc2)C1c1ccccc1 (stereo not given)	88	71	62	76	50	84	84	63	47
Oc1ccc(/C=N\NC(=S)Nc2ccc(F)cc2)c(O)c1	98	96	104	100	98	113	107	105	.
O=S1(=O)N=C(OC(CCl)CCl)c2ccccc21	106	93	101	104	105	104	101	97	101
COc1c(Cl)cc(Cl)cc1Cl	121	110	108	109	112	107	97	100	.
Cn1c(=O)n(C)c2cc(CNCCNc3ccnc4cc(Cl)ccc34)ccc21	77	.	95	89	80	86	99	63	81
CCCOC(=O)c1ccc([N+](=O)[O-])o1	99	109	108	123	104	113	102	103	95
Oc1ccc(CSc2nnc(-c3ccc(Br)cc3)n2-c2ccccc2)c2cccnc12	54	45	38	42	12	23	19	35	36
O=C(c1ccccc1)N(CCCCl)C(=O)N(CCCCl)C(=O)c1ccccc1	87	95	83	94	91	84	91	95	.
CCOC(=O)C1=C(N)Oc2c(sc3c(F)cccc23)C1c1ccc(OC)cc1 (stereo not given)	95	77	81	101	87	99	78	99	87
O=C(Nc1ccc(Cn2nnc3c(F)cccc32)cc1)c1ccc(Cl)cc1	90	65	45	79	68	.	84	75	37
CC(=O)/C(Br)=C/c1ccc(Br)o1	96	85	68	24	94	104	87	74	86
COc1cc(/C=N/NC(=O)CSc2nc3ccccc3c(=O)n2CCc2ccccn2)cc(OC)c1OC	92	92	108	96	104	104	110	89	100
Cc1ccc(C(=O)C2OC3=C(C(=O)CC(C)(C)C3)C2c2cccc(Oc3ccccc3)c2)cc1 (stereo not given)	98	57	61	55	62	71	92	72	47
CC(=O)NC1CCC(NC(C)=O)CC1 (stereo not given)	108	94	90	107	91	122	.	105	101
CC1(C)CCc2cc(-c3ccn(S(=O)(=O)c4ccc(Cl)cc4)n3)ccc2O1	101	74	65	84	69	91	.	73	.
CC(=O)Oc1ccc(C(C)(C)C)cc1	124	104	96	107	100	105	110	102	122
CCC1(c2ccc(Cl)cc2)SCCS1	95	104	103	112	110	116	95	103	100
CNS(=O)(=O)Oc1ccc(-c2cn3ccsc3n2)cc1	113	93	103	.	105	105	110	97	107
c1csc(-c2cn3ccnc3c(-c3ccc4c(c3)ncn4C3CCCCC3)n2)c1	103	106	94	99	93	110	101	105	111
O=C(CSc1nnc(-c2cc3c([nH]c4ccccc43)c(-c3cccc(O)c3)n2)n1-c1ccccc1)c1ccccc1	104	93	80	41	64	93	61	68	50

Filtered by structure: the entries above containing a Cl atom (10)
SMILES	OVCAR-5	NCI-H226	NCI-H23	OVCAR-3	NCI/ADR-RES	SK-OV-3	IGROV1	SN12C	OVCAR-4
COc1ccc(C(=O)Nc2cccc(Cl)c2)cc1	94	88	89	111	100	102	100	100	88
Nc1ccc(-c2cc3c(Nc4ccc(Oc5cccc(C(F)(F)F)c5)c(Cl)c4)ncnc3s2)cc1	93	69	70	57	70	83	60	57	78
Nc1cc(Cl)ccc1Oc1ccc(Cl)cc1	85	93	94	88	91	102	89	89	87
O=S1(=O)N=C(OC(CCl)CCl)c2ccccc21	106	93	101	104	105	104	101	97	101
COc1c(Cl)cc(Cl)cc1Cl	121	110	108	109	112	107	97	100	.
Cn1c(=O)n(C)c2cc(CNCCNc3ccnc4cc(Cl)ccc34)ccc21	77	.	95	89	80	86	99	63	81
O=C(c1ccccc1)N(CCCCl)C(=O)N(CCCCl)C(=O)c1ccccc1	87	95	83	94	91	84	91	95	.
O=C(Nc1ccc(Cn2nnc3c(F)cccc32)cc1)c1ccc(Cl)cc1	90	65	45	79	68	.	84	75	37
CC1(C)CCc2cc(-c3ccn(S(=O)(=O)c4ccc(Cl)cc4)n3)ccc2O1	101	74	65	84	69	91	.	73	.
CCC1(c2ccc(Cl)cc2)SCCS1	95	104	103	112	110	116	95	103	100

Remaining list, next part.
SMILES	OVCAR-5	NCI-H226	NCI-H23	OVCAR-3	NCI/ADR-RES	SK-OV-3	IGROV1	SN12C	OVCAR-4
COc1ccc(-c2nc3c(c(=O)[nH]2)C(c2ccc(Cl)cc2)c2sc4c(C)cccc4c2O3)cc1 (stereo not given)	100	78	84	101	87	94	74	93	100
CCN(CC)CCOc1ccc(/C(=C(\C)Cc2ccc(OC)cc2)c2ccc(OC(=O)NCc3ccccc3)cc2)cc1	82	87	88	76	79	91	78	75	58
COc1ccc(-c2[nH]c3ncc(-c4ccc(OC)cc4)n3c(=O)c2C#N)cc1	93	93	90	99	95	89	104	95	98
Nc1c(-c2nc3ccccc3[nH]2)nnn1-c1cccc(F)c1	108	99	96	108	101	104	110	98	102
COc1ccc(-c2c(C#N)c(-c3ccccc3)nc3c2c(-c2ccccc2)nn3-c2ccccc2)cc1	90	97	95	102	97	87	104	99	95
CCCC(O)Cn1ncc(C(=O)OCC)c1NC(=O)NCc1ccccc1F (stereo not given)	108	97	81	91	93	102	93	97	87
COC(=O)C1(C)CCC[C@]2(C)[C@H]3C[C@H]4C(C(C)C)=C[C@]3(CC[C@@H]12)[C@H]1[C@@H]4[C@@H](OCc2cn(Cc3ccccc3)nn2)CC[C@@H]1OCc1cn(Cc2ccccc2)nn1 (stereo not given in full)	97	.	57	59	69	.	77	68	39
Cc1c(C(=O)N[C@@H](Cc2ccccc2)C(=O)C(=O)NCc2ccccc2)oc2cc(O)ccc2c1=O	106	105	105	128	112	112	102	103	105
CC(=O)N1N=C(c2ccccc2)CC1c1cn(-c2ccccc2)nc1-c1ccc(OCc2ccccc2)cc1 (stereo not given)	103	94	99	106	102	107	104	97	86
Nc1nc(O)c(Br)c(=O)[nH]1	102	92	102	111	101	118	108	87	117
O=c1[nH]c(CSc2nnc3ccccn23)nc2cc(Cl)ccc12	101	100	103	115	101	103	108	92	99
COc1cc(-c2noc(C[C@H](CC(C)C)NC(=O)OCc3ccccc3)n2)cc(OC)c1OC	102	90	95	104	94	98	77	85	93
O=C(O)c1cc([N+](=O)[O-])ccc1Cl	104	107	104	115	103	106	117	96	107
O=Cc1c(N2CC[N+]3(CC2)CC[N+]2(CCNCC2)CC3)nc(-c2ccccc2)nc1N1CC[N+]2(CC1)CC[N+]1(CCNCC1)CC2	149	84	94	96	97	84	100	100	98
COc1ccc(-c2nsc3c2NC(=O)CC3c2cccc(F)c2)cc1 (stereo not given)	57	76	59	9.4*	23	59	57	56	92
O=C(CN1CCN(c2ncnc3c2cnn3-c2ccccc2)CC1)Oc1ccc2ccccc2c1	104	89	.	103	97	113	83	97	102
Nc1nccc(SCc2ccccc2)n1	100	103	103	109	113	115	112	94	116
N#Cc1cnn(-c2ccc([N+](=O)[O-])cc2[N+](=O)[O-])c1N	111	105	110	108	107	108	103	111	93
CC(C)C[C@@H](NC(=O)[C@@H](Cc1ccccc1)NC(=O)c1cnccn1)B1Oc2ccc(C[C@H](NC(=O)[C@H](Cc3ccc4c(c3)OB([C@@H](CC(C)C)NC(=O)[C@@H](Cc3ccccc3)NC(=O)c3cnccn3)O4)NC(=O)[C@@H](N)CC3CCC4OB([C@@H](CC(C)C)NC(=O)[C@@H](CC5CCCCC5)NC(=O)C5CNCCN5)OC4C3)C(=O)NCCCC[C@@H]3NC(=O)[C@@H](Cc4ccccc4)NC(=O)[C@H](CC(=O)O)NC(=O)CNC(=O)[C@H](CCCNC(=N)N)NC3=O)cc2O1 (stereo not given in full)	-31*	-50*	-41*	-49*	-8.7*	-30*	-8.7*	-40*	-27*
Cc1cc(N=Nc2c(O)c3ccccc3[nH]c2=O)ccc1N=Nc1ccc(C(=O)N(C)C)cc1	90	90	90	95	101	116	85	95	105
Cc1cccc(CS(=O)(=O)NCc2ccc(N3CCCC3)cc2)c1	109	.	75	89	76	102	.	83	64
Cc1ccc(S(=O)(=O)C/C(=N\Nc2ccc(S(N)(=O)=O)cc2)c2cc3ccccc3o2)cc1	99	.	100	112	109	.	103	98	.
O=[N+]([O-])c1ccc(/C=C/C=C/C2(CCl)OCCO2)cc1	107	95	95	101	95	117	116	95	91
COc1ccc(C(=O)Nc2ccc3nc(N4CCCCC4)cc(C)c3c2)cc1OC	89	.	97	59	98	114	.	89	.
NS(=O)(=O)c1ccc(CCn2c(SCC(=O)Nc3ccc(F)cc3)nc3ccccc3c2=O)cc1	102	92	99	122	102	110	97	98	98
C/C(=C(\c1ccc(OCCN2CCOCC2)cc1)c1ccc(OC(=O)c2ccccc2)cc1)c1ccc(Cl)cc1	99	108	94	104	106	124	101	100	115
CCOC1CC(C)C=CO1 (stereo not given)	99	103	110	114	108	117	111	92	102
OCCN(CCO)Cc1nc2ccccc2[nH]1	96	.	97	100	96	114	91	98	102
CC1(C)CCC(C)(C)c2cc(C(=O)O)ccc21	112	92	106	116	106	108	116	109	102
COc1ccc(C=NCCCO)cc1	93	103	98	108	106	89	111	104	109
COC(=O)c1ccc(OC)cc1	89	107	90	108	103	114	106	99	114
CC(=O)/C=C(/C)N1CCCC1	104	91	107	106	106	107	118	93	88
Cc1cc(O)cc(O)c1N=NC1=NCCS1	101	117	98	104	103	97	104	109	102
Cc1cc(O)c(/C=N/C(=S)Nc2cccc(C)c2C)c(=O)o1	105	95	102	109	104	89	102	98	96
O=C1/C=C/[C@@H](O)[C@@H]2C[C@@H](O)C[C@H]2/C=C/CCC[C@H]([C@H](O)CO)O1	112	107	107	114	100	112	115	102	107
O=C1/C(=C/c2cccs2)SC(=S)N1c1ccc(O)cc1	101	102	97	112	102	124	107	91	99
NS(=O)(=O)c1ccc(CCN2C(=O)/C(=C/c3ccccc3)C=C2c2ccccc2)cc1	107	90	107	108	105	106	96	101	108
COc1ccc(-c2nc(-c3ccccn3)c(-c3ccccn3)n2CC(C)C)cc1OC1CCCC1	34	.	31	15	11	8.2*	20	8.2*	13
Cn1nc(C(F)(F)F)cc1-c1c[nH]c(OCc2ccc(Cl)cc2)c(-c2ccc(Cl)c(C(F)(F)F)c2)c1=O	13	-17*	3.3*	7.8*	1.9*	-6.2*	24	4.1*	15
Cc1ccc(C)c(C(=O)C2CC2)c1	100	100	108	112	106	106	108	100	108
N#Cc1c(-c2ccco2)nc(SCC(O)CN2CCOCC2)nc1N1CCOCC1 (stereo not given)	100	112	87	115	91	105	104	101	88
CCOC(=O)C1=CSC2=NC3=C(CCC/C3=C\c3cc(OC)c(OC)c(OC)c3)C(c3cc(OC)c(OC)c(OC)c3)N12 (stereo not given)	76	68	52	57	3.6*	102	90	54	72
O=C1CCSC(=S)N1CCc1ccccc1	103	.	99	107	102	121	99	96	94

Ordered by SMILES length (low to high): part of the list above.
SMILES	OVCAR-5	NCI-H226	NCI-H23	OVCAR-3	NCI/ADR-RES	SK-OV-3	IGROV1	SN12C	OVCAR-4
COc1ccc(C=NCCCO)cc1	93	103	98	108	106	89	111	104	109
O=C1/C(=C/c2cccs2)SC(=S)N1c1ccc(O)cc1	101	102	97	112	102	124	107	91	99
COc1ccc(C(=O)Nc2ccc3nc(N4CCCCC4)cc(C)c3c2)cc1OC	89	.	97	59	98	114	.	89	.
